# Source: PubChem (several laboratories)
# STK33 kinase inh: human STK33 kinase inhibition; Q9BYT3; purified STK33, MBP phosphorylation, ADP-Glo luminescence; inhibition, % at 10 µM; hit rate 0.073% among 320,000; AID 2661;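 active = inhibition at or above 25%, using the most active replicate where run in duplicate; inactive = inhibition below 25%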
# Target sequence (Q9BYT3 whole entry, looked up): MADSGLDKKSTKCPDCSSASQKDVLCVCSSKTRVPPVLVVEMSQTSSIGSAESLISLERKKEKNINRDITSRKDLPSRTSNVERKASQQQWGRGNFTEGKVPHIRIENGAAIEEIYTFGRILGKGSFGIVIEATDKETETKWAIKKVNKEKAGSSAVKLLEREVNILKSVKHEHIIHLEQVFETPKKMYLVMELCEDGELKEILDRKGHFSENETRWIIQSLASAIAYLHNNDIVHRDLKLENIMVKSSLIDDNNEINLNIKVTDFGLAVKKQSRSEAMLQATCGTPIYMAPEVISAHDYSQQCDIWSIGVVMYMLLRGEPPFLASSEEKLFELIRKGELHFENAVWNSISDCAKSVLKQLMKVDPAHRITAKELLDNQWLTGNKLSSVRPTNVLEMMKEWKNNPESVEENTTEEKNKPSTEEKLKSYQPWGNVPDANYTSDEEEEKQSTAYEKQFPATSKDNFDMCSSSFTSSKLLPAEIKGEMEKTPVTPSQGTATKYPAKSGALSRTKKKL
# OX1R antag: OX1R (human) antagonism. O43613. OX1R-expressing cells, FRET antagonist read-out. inhibition, % at 6.6 µM. hit rate 1.8% among 330,000. AID 485270; in the data active = inhibition mostly above about 38%, no sharp cut-off; inactive = mostly below about 40%;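 also: 0% = agonist challenge alone and 100% = reference antagonist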
# Target sequence (O43613 whole entry, looked up): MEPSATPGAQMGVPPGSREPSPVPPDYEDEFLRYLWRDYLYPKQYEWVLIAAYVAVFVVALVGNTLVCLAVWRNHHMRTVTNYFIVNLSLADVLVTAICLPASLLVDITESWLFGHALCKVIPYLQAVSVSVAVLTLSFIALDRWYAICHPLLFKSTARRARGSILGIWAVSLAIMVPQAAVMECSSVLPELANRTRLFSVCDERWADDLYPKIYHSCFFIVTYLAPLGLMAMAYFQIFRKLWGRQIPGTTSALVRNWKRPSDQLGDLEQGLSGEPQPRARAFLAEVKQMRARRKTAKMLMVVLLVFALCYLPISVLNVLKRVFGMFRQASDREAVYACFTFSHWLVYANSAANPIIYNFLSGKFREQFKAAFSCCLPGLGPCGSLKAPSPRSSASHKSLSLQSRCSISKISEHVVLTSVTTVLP
# An asterisk follows results filed as active; / = not tested or not shown. Rows are unselected. Share with any hit: about 1.8%.
SMILES,STK33 kinase inh,OX1R antag
O=C1NC2(CCCCC2)C(=O)N1CCS(=O)(=O)Oc1ccc(Br)cc1,-0.9,4
CCCCCCC1CC(CCc2nc(=S)[nH][nH]2)C(=O)O1 (stereo unspecified),-2.0,11
COC(=O)c1ccc(C(=O)NC(=S)Nc2ccc3nc(SC)sc3c2)cc1,-1.1,7
COc1ccc(/C=N/NC(=O)c2ccc3ccccc3c2)cc1OS(=O)(=O)c1ccc(NC(C)=O)cc1,-2.5,63*
O=C(Nc1ccc(-c2n[nH]c(=S)o2)cc1)c1ccccc1Br,-0.5,7
CCc1ccc(-c2cc(-c3n[nH]c(=S)n3CC)c3ccccc3n2)cc1,4.6,9
CC(OC(=O)CC1CC2CCC1C2)C(=O)Nc1cccc(S(=O)(=O)N2CCOCC2)c1 (stereo unspecified),-0.3,2
COc1ccc(S(=O)(=O)NCCc2cc3ccc(C)c(C)c3[nH]c2=O)cc1,1.3,17
COc1ccccc1NC(=O)c1ccc(NS(=O)(=O)c2c(C)noc2C)cc1,-0.5,22
COCCNC(=S)N(CCO)Cc1cc2cc3c(cc2[nH]c1=O)OCCO3,2.4,42
CC(O)(CS(=O)(=O)Cc1cccc(C(F)(F)F)c1)C(=O)Nc1cccc(C(F)(F)F)c1 (stereo unspecified),-0.1,-1
CCOC(=O)N1CCC(Nc2c(-c3ccc(C)cc3)c(=O)c2=O)CC1,-2.0,11
Cc1ccc2c(CN3C(=O)NC4(CCCCC4)C3=O)cc(=O)oc2c1C,2.8,2
CC(C)C1CC(CCNCc2ccc(N(C)C)cc2)(c2ccccc2)CCO1 (stereo unspecified),-1.4,1
CCOC(=O)C(=O)Cc1nc2ccccc2s1,0.0,24
Cc1nc2c(sc3nc4c(cc32)COC(C)(C)C4)c(=O)o1,/,8
COc1ccc(-c2ccc(-c3cc(=O)oc4cc(OC)c(OC)c(OC)c34)cc2)cc1OC,/,10
CCN1CCN(CCCNC(=O)c2ccc(/C=C3/Oc4ccccc4N(Cc4cccc(C)c4)C3=O)cc2)CC1,0.5,21
Cc1cccc(NC(=O)CCNC(=O)c2ccco2)c1C,-2.0,4
COC(=O)c1scc(C)c1NC(=O)/C=C/C(=O)O,-1.5,1
Cc1ccc(CCNC(=O)C2=CCN(S(=O)(=O)c3ccccc3)CC2)cc1,0.1,12
CC(=O)Nc1ccc(OCC=C(Cl)Cl)cc1,-0.6,12
Fc1cccc(Cl)c1CNc1ccc(N2CCCC2)cc1,-0.5,2
COc1ccc(C)cc1S(=O)(=O)N1CCN(c2cccc(C(F)(F)F)c2)CC1,-0.8,4
CCOc1ccccc1N1C(=O)CN(Cc2ccc(OC)c(OC)c2)C1=S,-1.7,56*
CCOc1ccc(NC(=O)CSc2nnc(Cc3csc(C)n3)o2)cc1,-1.0,11
Cc1cc(=O)[nH]c(SCC(=O)Nc2ccc3c(c2)CCC3)c1C#N,0.2,29
COc1ccc(N2CCN(c3nc(Cl)nc(N4CCOCC4)n3)CC2)cc1,0.5,23
COC(=O)c1nc(-c2ccccc2)oc1N(C)C,-1.8,8
Cc1nnc(NC(=O)CSc2nnc(CNC(=O)c3ccc(F)cc3)o2)s1,0.6,10
COc1cccc(CC(=O)OCC(=O)c2cc(OC)ccc2OC)c1,0.9,4
COc1cc2[nH]c3c(=O)n(N)c(=O)[nH]c3c2cc1OC,0.5,5
COc1cccc(Nc2nnc(Cc3cccnc3)c3ccccc23)c1,-1.1,6
CC1Cc2cc(/C(O)=C3/C(=O)C(=O)N(CCCn4ccnc4)C3c3ccc(Br)cc3)ccc2O1 (stereo unspecified),-0.1,-3
O=C(Nc1c2c(nn1-c1ccc(Cl)cc1)CS(=O)(=O)C2)c1ccc2c(c1)OCO2,-1.8,14
COc1ccccc1CC(=O)Nc1ccccc1C(=O)O,-1.8,16
O=C(N/C(=C\c1cn(-c2ccccc2)nc1-c1ccccc1)C(=O)N1CCOCC1)c1ccccc1,-1.6,15
COc1ccc(S(=O)(=O)NC(CC(=O)N2CCc3ccccc32)c2ccco2)cc1 (stereo unspecified),0.7,11
CCOC(=O)CCc1c(C)c2ccc(OCc3nn[nH]n3)cc2oc1=O,-0.5,10
O=C(O)CCc1ccc(S(=O)(=O)NCCc2ccccc2)cc1,0.1,4
O=C1/C(=C/c2cccnc2)CC/C1=C\c1cccnc1,1.3,6
CN(CC(=O)Nc1ccccc1Cl)CC(=O)Nc1ccccc1[N+](=O)[O-],1.3,25
CC(=O)c1ccc(NC(=O)c2ccc3c(=O)n4c(nc3c2)CCCCC4)cc1,-0.6,16
COc1ccc(CCNC(=O)CSc2nc(O)cc(=O)[nH]2)cc1OC,-0.5,7
CCOC(=O)CN1CC23C=CC(O2)C(C(=O)NCc2ccc(F)cc2)C3C1=O (stereo unspecified),0.2,9
Cc1ccc(C(=O)NCCN2CCNC2=O)cc1,-1.1,-3
CC(Oc1ccc(Br)cc1)c1nc2c3ccccc3nc(=S)n2[nH]1 (stereo unspecified),0.3,61
O=C(NC1CCCC1)c1cc(-c2ccc(Cl)c(Cl)c2)on1,-0.8,10
O=C(COC(=O)c1cc([N+](=O)[O-])ccc1N1CCOCC1)Nc1cc(F)ccc1F,-1.6,46
NCCCCCc1nnc(SCc2ccc(Cl)c(Cl)c2)o1,-0.7,7
CC(=O)Nc1nc(Cn2nnc(-c3ccc4c(c3)OCO4)n2)nc(N(C)C)n1,0.4,2
COCCCNC(=O)c1cc(C(=O)c2ccccc2Br)c[nH]1,0.1,25
O=C(CNS(=O)(=O)c1cccc2nsnc12)NC1CCCCC1,2.8,49
CCN(CC)C1CC(=O)N(c2cccc(C)c2)C1=O (stereo unspecified),-3.6,19
COc1ccccc1C(=O)CSc1ccccn1,1.1,21
Fc1ccc(-c2csc3ncnc(N4CCN(c5ccccc5)CC4)c23)cc1,0.3,16
Cn1cccc1CC(=O)N/N=C/c1ccc(C(C)(C)C)cc1,0.2,10
O=S(=O)(c1ccc(-c2nc3ccccc3s2)cc1)N1CCCC1,-2.6,1
COc1ccc(CNC(=O)CN(C(=O)c2cc3sccc3n2C)C2CCCC2)cc1,1.0,13
COc1ccc(/C=C/c2c(-c3cccc(C)c3)oc3ccc(-c4ccc5c(c4)OCO5)cc23)cc1,-1.8,9

# Next results follow.
SMILES,STK33 kinase inh,OX1R antag
COc1ccc(F)cc1-c1nc(N)nc(N)n1,-0.9,-1
Cc1ccc(C(=S)N2CCN(Cc3ccccc3)CC2)cc1,-1.5,4
CCOC(=O)CCP(=O)(O)C(O)c1ccccc1 (stereo unspecified),-1.7,22
COc1ccc(-c2csc(NC(=O)C3CCN(c4ncnc5sc(C)c(C)c45)CC3)n2)cc1OC,-1.9,76*
Cc1ccc(CNC(=O)COC(=O)Cn2nc(C)c([N+](=O)[O-])c2C)cc1,-0.7,-3
Cc1ccc(S(=O)(=O)NC(=O)c2cc(C)n(-c3ccc(N(C)C)cc3)c2C)cc1,-0.4,13
O=C1CNC(=S)N1CCc1ccc(O)c(O)c1,0.4,7
Cc1cc2c(C)nc(N/N=C/c3ccccc3)nc2o1,-1.6,24
CCCN1C2CCCC1CC(NC(=O)c1ccc(Br)cc1)C2 (stereo unspecified),-2.2,-6
Cc1cc(-c2n[nH]c(=S)o2)c(C)n1-c1ccccc1,-1.3,18
CCN1C(=O)/C(=C2/C=Cc3ccccc3N2CC)SC1=S,-0.5,38
COc1ccc2[nH]c3c(c2c1)CCN1C(=O)C(CC(=O)NCC24CC5CC(CC(C5)C2)C4)C[C@H](C(=O)N2CCCCC2)[C@@]31C (stereo partly specified),/,6
Cc1ccccc1C(=O)NC(=S)Nc1ccc2[nH]c(=O)[nH]c2c1,0.0,18
CCCNC(=O)CC(NS(=O)(=O)c1ccc(NC(C)=O)cc1)C(C)C (stereo unspecified),-0.2,11
CSc1ccc(CN(C)C(=O)C(Cc2ccccc2)NC(=O)c2ccccc2)cc1 (stereo unspecified),-0.2,70*
Cc1cccc(NC(=O)c2nc[nH]c2C(=O)Nc2cccc(C)c2)c1,-0.4,5
COc1ccc(C2CCCN2C(=S)Nc2cccc(Cl)c2C)cc1OC (stereo unspecified),-2.4,32
CC1(C)CC(=O)C=C(C(=O)N2CCCC(CCC(=O)NCc3ccccc3F)C2)O1 (stereo unspecified),-0.3,15
CCCC(=O)NNC(=O)CC(=O)Nc1ccccc1C(=O)O,0.1,17
Cc1ccc(NC(=O)COc2cccc(Oc3ccccc3)c2)cc1S(=O)(=O)N1CCOCC1,0.1,30*
CSc1nnc(Cn2c(=O)sc3ccccc32)n1-c1ccccc1C,1.8,7
CC(=O)Nc1ccc(NC(=O)CN(C)S(=O)(=O)c2ccc3nc(C)sc3c2)cc1,-1.2,1
OC(Cc1nc2ccccc2[nH]1)c1ccccc1Cl (stereo unspecified),-1.2,23
O=C(OCC(=O)N1CCc2ccccc2C1)c1cccnc1Cl,-0.2,10
COc1cc(/C=N/n2c(-c3ccc4c(c3)NC(=O)CO4)csc2=Nc2cccc(C)c2)ccc1O,-0.5,28
CN(C)CCCOC(=O)c1sc2ccccc2c1Cl,-0.4,27
COc1ccc(CC(=O)NNC(=O)[C@@H]2CCCC[C@@H]2C(=O)O)cc1,0.3,9
C=CCOC(=O)C1=C(C)N(C)C(=O)NC1c1cc2c(cc1Br)OCO2 (stereo unspecified),-0.5,14
COC(=O)COc1nc(C)c(Br)c(OC)n1,1.3,11
Cc1ccc(C(=O)Nn2cnc3ccccc3c2=O)cc1C,0.1,-2
COc1ccc2oc(=O)c(C(C)=O)cc2c1,0.4,-1
O=C1NCCCC2c3cc(O)c4ccccc4c3OC12N1CCCCC1 (stereo unspecified),1.4,36
CCOC(=O)N1CCC(NC(=O)C2CCC(Cn3c(=O)[nH]c4ccccc4c3=O)CC2)CC1 (stereo unspecified),-1.6,3
COc1ccc(S(=O)(=O)N2CCN(CC(=O)Nc3c(C)n[nH]c3C)CC2)cc1OC,0.0,8
CCOC(=O)N1CCN(C(=O)CN(c2cccc(C)c2)S(=O)(=O)c2ccc(C)cc2)CC1,-2.0,21
CC(Sc1nnc(CC(=O)Nc2ccccc2F)n1C)C(=O)Nc1nccs1 (stereo unspecified),-0.4,19
Cc1cc(-c2nnc(SCC(=O)Nc3nc(-c4ccc(Cl)cc4)cs3)o2)no1,-0.1,15
CCCC1=NN(C(=O)C(=O)Nc2ccc(Br)cc2)C(O)(C(F)(F)F)C1 (stereo unspecified),0.3,50*
Cc1cccc(OCC(=O)Nc2ccc3oc(=O)ccc3c2)c1,0.3,22
COc1ccc(C(=O)N(C)C(C)c2ccon2)cc1OC1CCN(C(C)C)CC1 (stereo unspecified),-0.4,10

# Next part, starting with the last three of the part before.
SMILES,STK33 kinase inh,OX1R antag
CCCC1=NN(C(=O)C(=O)Nc2ccc(Br)cc2)C(O)(C(F)(F)F)C1 (stereo unspecified),0.3,50*
Cc1cccc(OCC(=O)Nc2ccc3oc(=O)ccc3c2)c1,0.3,22
COc1ccc(C(=O)N(C)C(C)c2ccon2)cc1OC1CCN(C(C)C)CC1 (stereo unspecified),-0.4,10
CC1=C(C(=O)OCCBr)C(c2cccc3ccccc23)NC(=O)N1 (stereo unspecified),0.1,2
Cc1ccc(C(O)CN2C3=NCCCN3c3ccccc32)cc1 (stereo unspecified),0.2,8
CCOC(=O)Cc1cc(=O)[nH]c(=O)[nH]1,-0.9,14
CCOC(=O)C1=C(O)CSC1=Nc1cccc(Cl)c1,-0.5,-2
CCCCNC(=S)N/N=C/C1=CCC2CC1C2(C)C (stereo unspecified),0.0,3
Cc1ccc(NC(=O)Cc2nnc(SCC(=O)Nc3nncs3)n2C)cc1,-0.1,12
Cc1ncc([N+](=O)[O-])n1CCOC(=O)NC(NCc1ccccc1)C(Cl)(Cl)Cl (stereo unspecified),0.1,25
O=C(c1ccco1)N1CCN(CC(O)COc2ccc3oc4ccccc4c3c2)CC1 (stereo unspecified),-3.3,1
O=c1ccc2c(o1)/C(=C/C=C(Cl)Cl)CCC2,-0.1,19
O=C(COC(=O)CC1CCCCC1)Nc1c(Cl)cccc1Cl,3.7,14
O=C(O)CN1C(=O)/C(=C\c2cc(Br)ccc2OCc2ccccc2Cl)SC1=S,0.1,18
CCOc1cc(C(=O)OCc2ccc([N+](=O)[O-])cc2)ccc1OCC(=O)N1CCOCC1,-0.8,21
Cc1ccc(NC(=O)COC(=O)/C=C/c2ccccc2)cc1S(=O)(=O)N1CCOCC1,-3.3,2

# Reformatted with values ahead of the structure: part of the list above
STK33 kinase inh	OX1R antag	SMILES
-0.1	12	Cc1ccc(NC(=O)Cc2nnc(SCC(=O)Nc3nncs3)n2C)cc1
0.1	25	Cc1ncc([N+](=O)[O-])n1CCOC(=O)NC(NCc1ccccc1)C(Cl)(Cl)Cl (stereo unspecified)
-3.3	1	O=C(c1ccco1)N1CCN(CC(O)COc2ccc3oc4ccccc4c3c2)CC1 (stereo unspecified)
-0.1	19	O=c1ccc2c(o1)/C(=C/C=C(Cl)Cl)CCC2
3.7	14	O=C(COC(=O)CC1CCCCC1)Nc1c(Cl)cccc1Cl
0.1	18	O=C(O)CN1C(=O)/C(=C\c2cc(Br)ccc2OCc2ccccc2Cl)SC1=S

# In a second layout: four of the compounds above.
smiles: O=C(COC(=O)CC1CCCCC1)Nc1c(Cl)cccc1Cl
- STK33 kinase inh: 3.7
- OX1R antag: 14
smiles: CCOc1cc(C(=O)OCc2ccc([N+](=O)[O-])cc2)ccc1OCC(=O)N1CCOCC1
- STK33 kinase inh: -0.8
- OX1R antag: 21
smiles: CCOC(=O)C1=C(O)CSC1=Nc1cccc(Cl)c1
- STK33 kinase inh: -0.5
- OX1R antag: -2
smiles: CCCCNC(=S)N/N=C/C1=CCC2CC1C2(C)C (stereo unspecified)
- STK33 kinase inh: 0.0
- OX1R antag: 3
